Pemphigus Ab inh: blocks pemphigus antibody binding to human desmoglein-3 | DSG3-coupled beads, scFv-anti-DSG3-GFP binding, flow cytometry; hits give low values | P32926 | 310,000 compounds, 0.48% hits | AID 588358 | binding (percent of control), % at 10 µM;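 active = binding more than 3 SD below its plate's average and above zero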;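 also: hits lower antibody fragment binding to DSG3; some compounds called inactive have numbers as strong as hits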
PKA-R2B act: PKA-R2B complex activation; PKA-R2B holoenzyme dissociation, Cy5-IP20 fluorescence polarization; R2B truncated from residue 108, S112A mutant; 0% DMSO only, 100% 113 µM cGMP; activation, % at 11.4 µM; 340,000 compounds, 0.079% hits;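 active = activation above a cutoff set at the mean over all compounds plus 3 SD, cut at about 18% in these data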;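 also: higher means more holoenzyme dissociation and a rise in polarization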
Target sequence (P31323 whole entry, looked up, other chains not shown, the tested form may be a part): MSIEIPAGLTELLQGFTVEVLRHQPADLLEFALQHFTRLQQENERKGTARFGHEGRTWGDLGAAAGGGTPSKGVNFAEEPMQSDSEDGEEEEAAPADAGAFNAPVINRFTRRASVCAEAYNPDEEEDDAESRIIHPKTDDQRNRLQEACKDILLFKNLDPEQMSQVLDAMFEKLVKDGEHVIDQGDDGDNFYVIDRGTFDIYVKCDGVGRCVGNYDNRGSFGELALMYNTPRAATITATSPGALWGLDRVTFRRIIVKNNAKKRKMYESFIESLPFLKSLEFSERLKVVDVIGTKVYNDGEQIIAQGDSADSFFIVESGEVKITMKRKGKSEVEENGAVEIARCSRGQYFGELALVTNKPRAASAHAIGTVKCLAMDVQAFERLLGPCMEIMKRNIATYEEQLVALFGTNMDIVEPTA
Arrestin-AP2 inh: blocks beta-arrestin peptide binding to AP2 adaptin. FITC-arrestin peptide / GST-AP2 beads, flow cytometry; AP2 beta2 appendage carries R879A mutation. inhibition, % at 10 µM. 340,000 compounds, 0.31% hits. AID 504490;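 active = inhibition above a set limit, near 3 SD of compounds lacking own fluorescence, cut at about 54% in these data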;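 also: plate controls were DMSO wells for no effect and 5 µM unlabelled arrestin peptide for full effect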
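system = GST-tagged AP2 beta2-adaptin appendage (R879A) on 4 µm glutathione beads | reagent = FITC-labelled arrestin peptide probe, 50 nM final | schedule = compound with beads 12 min RT, then probe 1 h RT | signal = HyperCyt-sampled flow cytometry, FL1 channel, ex 488/em 535 nm | read-out = percent response from loss of bead-bound FITC fluorescence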
MOR-DOR inv ag: inverse agonists of human mu-delta opioid receptor heterodimerization; P35372+P41143; cell-based MOR-DOR heterodimer luminescence, inverse agonism; inhibition, % at 9.3 µM; 340,000 compounds, 0.21% hits; AID 504357; in the data active = inhibition above about 22%, passing the limit was not always enough;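 also: 0% = cells with DMSO and 100% = wells without cells with DMSO; values of inactives mirror those of a sister screen read the other way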
DAGLB inhibitor: blocks human DAGLB lipase activity; 340,000 compounds, 0.059% hits; Q8NCG7; HEK293T DAGLB membrane lysate, EnzChek fluorogenic substrate; inhibition, % at 5.17 µM; in the data active = inhibition above about 34%;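 also: 0% = enzyme with vehicle and 100% = wells lacking enzyme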
PKA-R1A act: activators of PKA-R1A complex; 340,000 compounds, 0.083% hits; PKA-R1A dissociation, Cy5-IP20 fluorescence polarization; scaled: DMSO 0%, 113 µM cGMP 100%; AID 504707; activation, % at 11.4 µM;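 active = percent activation above the mean of all tested compounds plus 3 SD, cut at about 19% in these data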;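 also: higher means more PKAc released from R1A so a rise in polarization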
OPRM1-OPRD1 ag: agonists of human mu-delta opioid receptor heterodimerization; P35372+P41143; cells, OPRM1-OPRD1 heterodimerization, luminescence; activation, % at 9.3 µM; 340,000 compounds, 0.3% hits; AID 504326; in the data active = activation above about 18%;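 also: 0% = vehicle-treated cells and 100% = reference agonist; values of inactives mirror those of a sister screen read the other way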
V-ATPase pHluor: yeast V-ATPase proton transport regulation by pHLuorin; S. cerevisiae, pHLuorin cytosolic pH fluorescence; 350,000 compounds, 0.37% hits; response, % at 10 µM; in the data active = response mostly above about 7.3%, no sharp cut-off; inactive = mostly below about 5.4%; also: actives read high; inactives centre near 0; some compounds called inactive have numbers as strong as hits; reference of the scale not given here
HTR5A ag: HTR5A agonism, opioid heterodimer counter-screen; P47898; HTR5A agonist assay, luminescence, cell-based; activation, % at 9.3 µM; 340,000 compounds, 0.61% hits; AID 504692; in the data active = activation mostly above about 9.5%, no sharp cut-off; inactive = mostly below about 7.6%;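 also: 0% = cells with vehicle only and 100% = reference agonist; strong numbers were not always called active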
Target sequence (P47898 whole entry, looked up): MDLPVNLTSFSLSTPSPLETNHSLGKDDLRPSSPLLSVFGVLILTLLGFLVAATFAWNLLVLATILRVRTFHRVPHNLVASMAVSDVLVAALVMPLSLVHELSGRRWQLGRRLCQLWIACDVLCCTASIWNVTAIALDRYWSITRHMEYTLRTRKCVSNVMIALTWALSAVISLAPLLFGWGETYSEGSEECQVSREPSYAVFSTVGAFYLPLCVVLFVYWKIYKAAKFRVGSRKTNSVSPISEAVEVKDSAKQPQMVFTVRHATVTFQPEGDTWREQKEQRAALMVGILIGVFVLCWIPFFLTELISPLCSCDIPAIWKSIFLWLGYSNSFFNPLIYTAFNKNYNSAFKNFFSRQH
HTR5A inv ctr: counter-screen for OPRM1-OPRD1 inverse agonists: human HTR5A inverse agonism. P47898. HTR5A cell line, luminescence. inhibition, % at 9.3 µM. 340,000 compounds, 0.083% hits. AID 504634; in the data active = inhibition mostly above about 23%, no sharp cut-off; inactive = mostly below about 18%;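 also: 0% = cells with DMSO and 100% = no-cell wells with DMSO; some compounds called inactive have numbers as strong as hits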
* hit, by the source's call; . = no result given. Outcome played no part in choosing rows (roughly 2.4% active in at least one column).

SMILES	Pemphigus Ab inh	PKA-R2B act	Arrestin-AP2 inh	MOR-DOR inv ag	DAGLB inhibitor	PKA-R1A act	OPRM1-OPRD1 ag	V-ATPase pHluor	HTR5A ag	HTR5A inv ctr
CCOP(=O)(OCC)C(Nc1ccccc1)c1cc(OC)ccc1OC (configuration not stated)	101	-8	37	8	2	-7	-1.6	1	3	-7
CCCN(C(=O)COC(=O)COc1c(C)cccc1C)c1c(N)n(Cc2ccccc2)c(=O)[nH]c1=O	95	-3	2	16	1	-5	-3.2	1	0	-1
O=C1N(CCCl)c2ccc(Br)cc2C12OCCO2	110	-3	6	5	-3	-7	-1.1	-1	1	-4
N#Cc1c(SC(C(=O)O)c2ccccc2)nc2c(c1-c1cccs1)CCCC2 (configuration not stated)	105	1	-10	10	13	-7	-1.9	0	-2	5
CC(C)CCN(C(=O)Cc1ccc(Cl)c(Cl)c1)c1c(N)n(Cc2ccccc2)c(=O)[nH]c1=O	.	3	18	-6	4	0	1.2	0	0	-1
O=C(NS(=O)(=O)c1ccccc1[N+](=O)[O-])c1ccccc1	110	3	21	-12	2	2	3.0	8	-6	15
CCN(CC)S(=O)(=O)c1ccc(O)c(C(=O)OCC(=O)N2c3ccccc3CC2C)c1 (configuration not stated)	91	-11	0	2	-2	-17	-0.3	3	-4	13
Cc1c(CC(=O)NCC(=O)N[C@H](Cc2ccccc2)C(=O)O)c(=O)oc2cc(O)ccc12	103	-4	-3	6	-1	-3	-1.2	0	-1	6
Cc1ccc(-c2nnc(SCC(=O)Nc3ccccc3F)o2)cc1	107	3	19	3	-4	5	-0.6	-6	1	-2
Cc1ccccc1NC(=O)c1ccc(S(=O)(=O)C(F)F)cc1	130	0	2	14	2	12	-2.8	-1	2	-16
CCOc1ccc(OCCC(=O)OCC(=O)N2CCN(c3ccc(OC)cc3)CC2)cc1	99	-4	-4	14	3	-8	-2.6	4	1	-3
[O-]/C(=C(\C(=S)Nc1ccc(Cl)cc1)[n+]1ccccc1)c1ccc(OC(F)F)cc1	96	-14	-12	-1	3	13	0.3	1	4	-42
CC(C)=CCC/C(C)=C/CNC(=O)CC1C[C@H](C(=O)N(C(C)C)C(C)C)[C@@]2(C)c3[nH]c4ccccc4c3CCN2C1=O (some centres not stated)	102	-16	4	13	-1	-1	-2.8	0	-2	7
N/C(=N\OC(=O)C1CCCCC1)c1ccc(Cl)cc1	102	8	11	-7	-4	-4	1.3	-1	3	1
O=[N+]([O-])c1ccc(N2CCCCC2)nc1	99	7	37	4	-2	11	-0.7	-7	-1	3
Cc1ccc(C)c(Cn2c(=O)n(-c3ccc(CC(=O)NCc4ccco4)cc3)c(=O)c3sccc32)c1	102	10	-17	5	9	10	-0.8	3	2	-5
CN(C)S(=O)(=O)c1cccc(NC(=O)c2ccc(N3CCCC3=O)cc2)c1	.	5	-11	7	0	-2	-1.8	-2	-2	-1
Cc1ccc(NC(=O)CSc2ncn[nH]2)c([N+](=O)[O-])c1	92	-2	-8	10	-1	-2	-2.0	0	5	-20
Cc1cccc2c(C(=O)N3CCN(c4ccccn4)CC3)cc(-c3cccc(Br)c3)nc12	99	2	-11	-7	-4	-7	1.4	-2	-3	-11
Cc1ccc(C(C(=O)NCc2ccco2)N(CC2CCCO2)C(=O)Cn2nnc3ccccc32)cc1 (configuration not stated)	.	1	16	2	2	-13	-0.4	13	3	-13
COc1ccccc1OCC(=O)NCCSCc1ccccc1Cl	100	-7	5	10	-8	10	-1.9	1	-1	4
CCCCn1c(=N)n(CC(O)COc2ccccc2)c2ccccc21 (configuration not stated)	116	6	9	-3	0	2	0.7	4	1	-30
NS(=O)(=O)c1ccc(NC(=O)CSc2n[nH]c(=O)n2Cc2ccccc2)cc1	106	-6	-16	20	-1	3	-3.7	-1	2	-8
O=C(COc1cccc(C(F)(F)F)c1)Nc1ccccc1N1CCCCC1	104	4	-4	4	-2	3	-0.6	0	-2	7
CC(C)n1c(-c2ccc(N(C)C)cc2)nc2ccccc21	102	1	-3	-2	1	14	0.4	-2	9	0
CCc1cc(-c2onc(C)c2-c2cscn2)c(O)cc1OC	106	4	2	8	-1	-1	-1.5	-1	-3	8
COc1cc(-c2n[nH]c(=S)n2C(C)c2ccccc2)cc(OC)c1OC (configuration not stated)	129	-6	-36	-3	4	-17	0.6	2	-3	10
CN1C(=O)[C@H]2[C@@H](/C=C/c3ccccc3)N3C(=O)CN(CCO)C(=O)[C@@]3(Cc3ccccc3)[C@H]2C1=O	100	0	28	9	-3	-10	-1.6	-1	10	-25
O=C1N(Cc2cccc(Cl)c2)C[C@@H]2C[C@@H](c3cccc4ncccc34)N3CCC[C@@]123	103	-4	15	-4	0	-7	0.7	-1	1	-26
Cc1ccc(CN2CCN(C3CSCCSC3)CC2CCO)cc1 (configuration not stated)	.	-6	2	-2	0	-7	0.5	-1	0	1
CC1CCCC(C)N1C(=O)c1cccc2c1-c1ccccc1/C2=N/O (configuration not stated)	108	12	0	9	-5	8	-2.1	-2	-1	2
COc1ccc2[nH]c(=O)c(CN(C(=O)C3CCCO3)c3ccc(C)c(C)c3)cc2c1 (configuration not stated)	92	-5	-6	15	1	-4	-2.9	2	3	12
N#CC(=NCc1cccnc1)C1=C(O)c2ccccc2C1=O	108	-3	3	7	-1	-6	-1.4	-4	-2	-3
N#CCCN(C(=O)COC(=O)CCc1ccccc1)c1ccccc1	96	1	12	10	0	-7	-1.8	4	-1	1
CCCOC(=O)C1=C(C)NC2=C(C(=O)CC(C)(C)C2)C1c1ccc(N(C)C)cc1 (configuration not stated)	115	-13	-1	-1	2	-4	0.2	-1	-1	-12
CSc1nnc(NC(=O)c2ccco2)s1	108	-4	-5	15	-2	4	-3.0	2	-2	6
COc1cccc(CN(C)C(=O)[C@@H](NC(=O)c2ccc(C)cc2)C(C)C)c1	93	-4	-16	10	-5	-11	-2.2	-1	6	-20
CC(=O)Nc1ccc(S(=O)(=O)NC2(C(F)(F)F)NC(=O)N(c3ccccc3F)C2=O)cc1 (configuration not stated)	94	-4	7	5	1	2	-0.9	-2	1	-3
CC1(C)CC2CC(C)(CN2C(=O)COC(=O)c2ccc(O)cc2O)C1 (configuration not stated)	102	-3	-3	9	-1	1	-2.2	-2	0	9
COc1ccc(C2C(=O)N(C3CCCCC3)CC(=O)N2CC2COc3ccccc3O2)cc1 (configuration not stated)	104	-6	-2	9	0	-13	-1.7	-5	5	-14
CC(=O)NC(Cc1c[nH]c2ccccc12)C(=O)OCC(=O)N1CCN(S(=O)(=O)c2ccc(Cl)cc2)CC1 (configuration not stated)	.	-5	-8	0	-1	6	0.0	-1	5	-14
CC1(C)CC(=O)C2=C(C1)N(CC1CCCO1)C(=O)C2(NC(=O)c1cccnc1)C(F)(F)F (configuration not stated)	88	-2	30	17	0	2	-3.5	-2	-5	13
Cc1ccccc1NC(=O)NC1CCCCCCC1	.	8	7	7	-4	-5	-1.4	3	2	3
COC(=O)C(Sc1nc(C)cc(C)c1C#N)c1ccccc1 (configuration not stated)	83	-21	38	-3	-8	-8	0.6	-5	0	-1
CCN1C(=O)/C(=C2/Sc3ccccc3N2CC)SC1=S	98	3	21	15	-3	-2	-3.2	-1	3	-11
Cc1nc(C)c2c(=O)cc(-c3ccccc3)[nH]c2n1	97	-1	2	18	0	4	-3.5	0	0	-1
Cc1ccccc1C(=O)NC(=S)NC1CCSC1=O (configuration not stated)	.	-4	12	9	0	-5	-1.7	0	1	-9
COc1cccc(C(=O)COC(=O)C(C)N2C(=O)C3C4C=CC(C4)C3C2=O)c1 (configuration not stated)	102	4	-2	12	-1	2	-2.0	-2	1	-2
Cc1cccc(Nc2cc(C)c3c(O)cccc3n2)c1C	109	-11	-1	-42	1	2	8.2	3	5	-13
COc1cc(CN2CCCCC2)ccc1OCc1ccccc1	106	5	10	6	-2	3	-1.4	2	-1	4
O=C(C[C@H]1C/C=C\C[C@@H](Cc2ccc(F)cc2)C(=O)O[C@@H](c2ccccc2)CNC1=O)NCCO	111	-10	3	11	0	3	-2.0	0	-2	11
CCOc1ccc(S(=O)(=O)N2CCCCC2)cc1NC(=O)Cc1ccccc1	95	9	-14	-3	-4	-9	0.9	.	-3	-10
CCN(CC(=O)Nc1ccc(C(C)=O)cc1)CC(=O)Nc1cccc(OC)c1	125	-9	3	6	0	6	-1.1	0	-3	-15
O=C(COC(=O)Cc1ccc([N+](=O)[O-])cc1)NC1CCCCCC1	108	-1	-10	6	0	-4	-1.6	1	1	-2
COc1ccc(Cl)cc1NC(=O)c1ccc2c(SCC(=O)O)c3c(nc2c1)CCCC3	97	-7	45	-2	11	-8	0.4	1	0	-10
CC(=O)C[C@@H](O)CC(=O)[C@@H]1OC(=O)CCCCCCc2ccccc21	96	0	2	7	2	3	-1.2	-2	2	17
CCOC(=O)c1cc(NC(=O)c2ccoc2C)cc(C(=O)OCC)c1	101	2	-4	-40	-5	-7	7.5	-2	3	-2
C=CCSc1nnc(-c2c[nH]c3ccccc23)n1CCOC	101	6	-3	-1	-2	7	0.2	9	2	0
CSC1=NCCN1C(=O)c1ccc2ccccc2c1	100	-5	-5	6	1	3	-1.2	3	10	-31
O=C(Cc1ccccc1[N+](=O)[O-])NCc1ccncc1	106	4	-2	17	3	-15	-3.6	3	-3	10

Full records from above. Order of values: Pemphigus Ab inh | PKA-R2B act | Arrestin-AP2 inh | MOR-DOR inv ag | DAGLB inhibitor | PKA-R1A act | OPRM1-OPRD1 ag | V-ATPase pHluor | HTR5A ag | HTR5A inv ctr
Results for Cc1nc(C)c2c(=O)cc(-c3ccccc3)[nH]c2n1 : 97 | -1 | 2 | 18 | 0 | 4 | -3.5 | 0 | 0 | -1
Results for COc1ccc(Cl)cc1NC(=O)c1ccc2c(SCC(=O)O)c3c(nc2c1)CCCC3 : 97 | -7 | 45 | -2 | 11 | -8 | 0.4 | 1 | 0 | -10
Results for COc1cc(CN2CCCCC2)ccc1OCc1ccccc1 : 106 | 5 | 10 | 6 | -2 | 3 | -1.4 | 2 | -1 | 4
Results for O=C(Cc1ccccc1[N+](=O)[O-])NCc1ccncc1 : 106 | 4 | -2 | 17 | 3 | -15 | -3.6 | 3 | -3 | 10

(listing goes on)
SMILES	Pemphigus Ab inh	PKA-R2B act	Arrestin-AP2 inh	MOR-DOR inv ag	DAGLB inhibitor	PKA-R1A act	OPRM1-OPRD1 ag	V-ATPase pHluor	HTR5A ag	HTR5A inv ctr
Cc1c(NC(=O)c2cc3ccccc3oc2=O)c(=O)n(-c2ccccc2)n1C	81	-13	24	-9	2	-3	1.4	-1	10	-25
CCCCC(=O)Nc1ccc(NC(=S)NC(=O)CCCCl)cc1OC	100	4	-1	-3	-7	5	0.6	0	1	15
CCn1nc(C)cc1C(=O)N1CCCC(N2CCN(c3ccccc3OC)CC2)C1 (configuration not stated)	115	9	-13	10	0	-7	-1.8	2	2	-13
CCOC(=O)c1c(NC(=O)COC(=O)CNC(=O)c2ccc(Cl)cc2Cl)sc(C(=O)N(C)C)c1C	115	0	2	11	-3	8	-2.0	1	1	-3

Compound activity (PubChem)
